# Compound activity as filed in PubChem.
# mouse EphA4 binding – EphA4 ligand-binding antagonists – biochemical, colorimetric, mouse EphA4, primary screen (AID 689) | EphA4-AP binding to KYL peptide, pNPP A405; higher % means a stronger effect | inhibition, % at 10 µM, or IC50 in µM where a hit was titrated | actives 0.1% (n = 62,000); in the data active means a potency from the dose series; inactive means the rest, 99 in 100 with inhibition below about 22%
# * = called active by the depositor. An excerpt, so the mix of outcomes need not match the whole.
SMILES,mouse EphA4 binding
O=C(NCc1ccncc1)c1nnc(Cc2c(F)cccc2Cl)o1,1.4%
CCN(CC)c1ccc(/C=N/Nc2ccccc2)c(O)c1,12.3%
CCc1nnc(NC(=O)C(=O)NCCOC(=O)c2ccccc2Cl)s1,6.3%
Cc1ccc(-c2nnc(SCC(=O)Nc3ccccc3F)o2)cc1,-10.1%
O=C(CN1CCN(S(=O)(=O)c2ccc(Cl)cc2)CC1)Nc1ccc2c(c1)OCCO2,-14.2%
N#Cc1ccc(COc2ccc(CCO)cc2-n2nc3ccccc3n2)cc1,2.0%
Nc1ncc(-c2nnnn2-c2ccc(Cl)cc2)c(-c2ccc(Cl)cc2)n1,-4.9%
O=C1NCCCC1C(=O)N1CCN(C(=O)C2CCCNC2=O)CC1 (stereo not drawn),-6.7%
OC(COCC1COc2ccccc2O1)CN1CCN(c2ccccc2)CC1 (stereo not drawn),-9.4%
Oc1c(C(c2ccco2)N2CCN(C(c3ccccc3)c3ccccc3)CC2)sc2ncnn12 (stereo not drawn),14.6%
O=C(NCCOc1cccc(Cl)c1Cl)c1cc(-n2cnnc2)ccc1Cl,-1.0%
Cc1ccccc1OCC(=O)Nc1ccc2c(c1)OCO2,-14.3%
COc1ccc(C(c2c(O)ccc3ccccc23)N2CCOCC2)c(OC)c1 (stereo not drawn),25.1%
Cc1ccc(-n2nnnc2SC(C)C(=O)Nc2ccc(Cl)cn2)cc1 (stereo not drawn),-1.9%
Cc1noc(C)c1S(=O)(=O)N1CCC(C(=O)N2CCN(c3ccc(F)cc3)CC2)CC1,-6.5%
C=C(C)COc1ccc2oc(-c3ccccc3)c(C(=O)OCC)c2c1,-2.1%
Cc1cc(-c2nnc(SCC(=O)NC3CCCC3)o2)no1,-11.2%
CN(C)/C=N/c1c(C#N)cnn1-c1ncnc2sc(-c3ccccc3)cc12,3.0%
O=C(NCCCN1CCOCC1)c1cc(C(=O)C2CC2)c[nH]1,-4.3%
CC(=O)Nc1ccc(S(=O)(=O)N2CCSC2c2ccccc2Cl)cc1 (stereo not drawn),-2.6%
C=CCN(CC=C)C(=O)COc1ccccc1,-4.8%
COc1ccc(N2C(=O)S/C(=C/c3cccc(Br)c3)C2=O)cc1,-13.2%
C=CCOC(=O)C1=C(C)OC(N)=C(C#N)C1c1ccccc1F (stereo not drawn),1.2%
CNC(=O)c1cc2c(=O)n3cc(C)ccc3nc2n(C(C)C)c1=N,11.1%
O=C(NCc1ccco1)c1cc2ccccc2c(=O)o1,4.9%
O=C(c1cc2nc(-c3cccs3)cc(C(F)(F)F)n2n1)N1CCCc2ccccc21,9.7%
O=C(c1ccccc1)N1CCC(c2nc(-c3ccc(S(=O)(=O)N4CCOCC4)cc3)no2)CC1,-2.1%
O=C(Nc1ccncc1)c1cc2ccccc2o1,2.8%
Cc1nc2ccc(Br)cn2c(=O)c1Cl,-3.4%
O=C(O)CCn1c(O)c(C2=c3cc([N+](=O)[O-])ccc3=NC2=O)sc1=S,-2.9%
c1ccc(-c2nc(NCc3ccco3)c3oc4ccccc4c3n2)cc1,-19.9%
COC(=O)c1[nH]c2ccccc2c1NC(=O)CN1CCN(C/C=C/c2ccccc2)CC1,11.1%
Cc1ccc(C2CC(=O)c3cnc(N4CCc5ccccc5C4)nc3C2)cc1 (stereo not drawn),13.0%
O=C(O)CSc1cnc2ccccc2n1,-26.3%
Cc1cc(=O)[nH]c(SCC(=O)Nc2ccc(Br)cc2)c1C#N,-8.0%
Cc1cc(N2C(=O)C(O)=C(C(=O)c3ccco3)C2c2cccnc2)no1 (stereo not drawn),3.3%
COC(=O)CN(c1cccc(C)c1)S(C)(=O)=O,-0.4%
O=C1/C(=C/c2ccc(-c3ccc([N+](=O)[O-])cc3)o2)SC(=S)N1Cc1ccccc1,-3.9%
O=C(/C=C/c1ccccc1Cl)N1CCCCCC1,0.3%
COc1ccc(Cl)cc1-n1c(N)c(C(N)=O)sc1=S,1.1%
CCOC(=O)c1c(N)n(-c2ccccc2O)c2nc3ccccc3nc12,5.0%
N#CCCn1cc(/C=N/O)c(-c2ccccc2)n1,17.8%
CC(C)(NO)/C(=N\O)c1ccc(F)cc1,4.4%
CCOC(=O)C1=C(O)/C(=C/c2ccc(CNC(=O)C(=O)Nc3ccc(C)cc3)o2)N=C1C,-14.7%
Cn1cnnc1SCC(=O)Nc1ccc2nc(SCc3ccccc3)sc2c1,3.2%
CCCNc1cc(=O)n(C)c(=O)n1C,0.5%
Cc1cc(C)nc(SCc2ccccc2C#N)n1,7.3%
O=C(NCc1ccco1)c1ccc(CN2CCOCC2)cc1,7.9%
O=c1ccc(Br)c[nH]1,3.9%
Nc1nnnn1/N=C/c1ccc(C=O)cc1,-9.3%
COC(=O)CN(c1ccc(F)cc1)S(C)(=O)=O,-1.6%
Cc1ccc(-n2c(C)cc(/C=C(\C#N)C(=O)NCC3CCCO3)c2C)cc1 (stereo not drawn),-17.3%
Cc1ccc(C(=O)N/N=C/c2ccc([N+](=O)[O-])s2)cc1,-5.5%
CCn1ncc(C2=NOC(C(=O)Nc3cccc(C(C)=O)c3)C2)c1C (stereo not drawn),-7.4%
CC1(C)CC(=O)c2c(O)cc(OCc3ccc(Br)cc3)cc2O1,0.1%
Cc1ccc(-c2csc(NC(=O)COC(=O)c3cccc(S(=O)(=O)N4CCOCC4)c3)n2)cc1,2.7%
O=[N+]([O-])c1cc(C(F)(F)F)ccc1-n1nnc2ccccc21,-4.5%
CCS(=O)(=O)NCCc1csc(-c2ccccc2)n1,-0.4%
O=C(NCc1nnc(SCC(=O)N2CCCCCC2)o1)c1ccco1,-3.3%
C/C(Cn1nnc([N+](=O)[O-])n1)=N\NC(=O)c1cccc(Cl)c1,-5.7%

# Some of these compounds in order of their number in mouse EphA4 binding, descending:
SMILES,mouse EphA4 binding
N#CCCn1cc(/C=N/O)c(-c2ccccc2)n1,17.8%
CCOC(=O)c1c(N)n(-c2ccccc2O)c2nc3ccccc3nc12,5.0%
Cc1ccc(-c2csc(NC(=O)COC(=O)c3cccc(S(=O)(=O)N4CCOCC4)c3)n2)cc1,2.7%

# More records.
SMILES,mouse EphA4 binding
COc1cc2c(cc1OC)CN(Cc1ccc(C)s1)CC2,-2.3%
Cc1nc2c(-c3ccccc3)c(C)nn2c(C)c1CCC(=O)N1CCOCC1,-3.3%
Cc1nc2sc(C#N)c(N)c2c2c1CCCC2,-3.5%
Cc1ccc2c(c1)C(c1ccccc1Br)CC(=O)N2 (stereo not drawn),3.9%
CCOc1ccc(S(=O)(=O)Nc2ccccc2C(=O)NCc2ccco2)cc1,16.0%
O=C(OCn1nnc2ccccc2c1=O)C1=COCCO1,0.3%
N#CCSc1nccc(-c2cc(Cl)sc2Cl)n1,-13.3%
O/N=C/c1ccccc1OCc1ccccc1Cl,-4.4%
CCCN1CCN(C(=O)CN2C(=O)CC(C)(C)S(=O)(=O)c3ccccc32)CC1,4.8%
Cc1c(Cl)cccc1NC(=O)C1NC(=O)CC1c1ccccc1 (stereo not drawn),-9.3%
CCc1ccc(N2CC(C(=O)NCc3ccc4c(c3)OCO4)CC2=O)cc1 (stereo not drawn),0.7%
COc1cc2c(cc1OC)-c1cc(NC3CCCCCCC3)nc(=O)n1CC2,1.7%
CCN(CC)S(=O)(=O)c1ccc(-c2nnc(SCC(=O)Nc3nc(C)cs3)o2)cc1,1.5%
Cc1cc(=O)[nH]c(SCCCOc2ccc(F)cc2)n1,2.8%
COc1ccc(S(=O)(=O)N2CCN(c3ncnc4c(-c5ccccc5)nsc34)CC2)cc1,2.5%
Cc1ccc(-c2nn3c(C)nnc3s2)cc1NC(=O)c1ccc(OC(C)C)cc1,20.7%
CCOC(=O)c1cccc(NC(=O)c2cccs2)c1,-28.0%
CCN(CC)C(=O)CC1(c2ccccc2OC)CCOC(C(C)C)C1 (stereo not drawn),2.2%
Cc1sc(=NC(=O)c2ccco2)n(C)c1-c1ccccc1,-11.0%
CCOC(=O)C1CCc2nc3ccccc3c(=O)n21 (stereo not drawn),-4.1%
COc1cc(-c2nnc(COc3ccc(Cl)cc3C)o2)cc(OC)c1OC,-3.4%
O=C(Oc1ccc2c(=O)c(Cl)coc2c1)c1cccnc1,-10.0%
CCOC(=O)c1sc(N)c(C#N)c1COC(=O)CNC(=O)c1cc(OC)c(OC)c(OC)c1,-20.4%
CCCc1nc2oc(C(=O)c3ccccc3)c(N)c2c2c1COC(C)(C)C2,-6.3%
CS(=O)(=O)Nc1ccccc1C(=O)N1CCCC1,-7.2%
CCOc1ccc(S(=O)(=O)N(C)c2ccc(OCC(=O)N3CCOCC3)cc2)cc1,-2.9%
O=C(CCl)NNc1cccc(Cl)n1,-9.2%
COc1ccc(Cl)cc1N1C(=O)[C@@H]2C(c3cccc(OC)c3OC)=NO[C@@H]2C1=O,-4.4%
O=C(O)CCCCCN1C(=O)CCC1=O,2.9%
OC(Cc1nc2ccccc2[nH]1)c1ccccc1Cl (stereo not drawn),0.6%
CSc1nc(C)c2c(n1)N(c1ccc(F)cc1)CC2,-3.9%
CCC(C(=O)N1CCc2ccccc21)c1ccccc1 (stereo not drawn),-4.0%
O=C(CCCn1c(=S)[nH]c2cc3c(cc2c1=O)OCO3)NC1CC1,-12.5%
O=C1C2C3C=CC(CC3)C2C(=O)N1c1ccc(F)cc1 (stereo not drawn),-1.2%
COc1ccccc1C(=O)Nc1cc2cc(Cl)ccc2oc1=O,-2.2%
CC(/C=N/NC(=O)c1ccc(Br)cc1)=C\c1ccccc1,2.4%
Cc1occc1C(=O)NC(C)CCc1ccccc1 (stereo not drawn),-1.6%
O=C(O)C1CCN1C1CCCCC1 (stereo not drawn),-9.5%
COc1ccc(OC)c(C(=O)COC(=O)c2ccc(C)o2)c1,4.4%
COC(=O)c1nn(-c2ccc3c(c2)CCN3C(C)=O)cc1O,-14.3%
COc1ccccc1N1CCN(CC(=O)c2ccc3ccn(C(C)=O)c3c2)CC1,-2.3%
O=c1cc(O)c2c(=O)n(-c3ccccc3)c3ccccc3c2o1,0.1%
CCNS(=O)(=O)c1ccc2c3c(cccc13)C(=O)N2,-7.4%
N/C(=N\OS(=O)(=O)c1cc(Cl)ccc1Cl)c1ccncc1,-22.1%
Cn1c(=O)c2c(nc(Sc3ncn[nH]3)n2C)n(C)c1=O,-17.5%
Cc1nonc1NC(=O)CSc1nnc(-c2ccoc2C)n1C,3.6%
CCOc1ccc(N(CC(=O)Nc2ccccc2C)S(=O)(=O)c2c(C)noc2C)cc1,2.2%
O=C(NCc1ccc(Cl)cc1)c1cc2ccccn2n1,4.6%
Cc1occc1-c1nnc(SCC(=O)NCCc2ccccc2)n1Cc1ccccc1,-10.4%
CCN(CC)c1ccc(CC(=O)NC(C)Cc2ccccc2)cc1 (stereo not drawn),-13.7%
CC(C)CNC(=O)c1cc2nc3c(c(C(F)(F)F)n2n1)CCc1ccccc1-3,7.7%
O=C1Cn2c(nc3ccccc32)-c2ccccc2N1,-4.9%
COCn1c(=O)c2c(nc(SC3=NCCS3)n2Cc2ccccc2C)n(COC)c1=O,-9.7%
CCCC(=O)NS(=O)(=O)c1ccc(NS(C)(=O)=O)cc1,-0.3%
O=C(N/N=C/C1C(c2ccccc2)C1(Cl)Cl)c1cccc(Br)c1 (stereo not drawn),-13.8%
COc1ccc(Br)cc1C(=O)Nc1cccc(-c2nc3ccccc3[nH]2)c1,-1.3%
CCOC(=O)CN1CC23C=CC(O2)C(C(=O)NCCc2ccccc2)C3C1=O (stereo not drawn),-4.5%
O=C(c1ccco1)N1CCN(C(=O)C2CCN(S(=O)(=O)Cc3ccccc3)CC2)CC1,-4.8%
CC(C/C=N/NC(=O)COc1cc(Cl)ccc1Cl)c1ccccc1 (stereo not drawn),-6.0%
CCOC(=O)c1cc2c(ccn2C)n1CC(=O)N1CCN(c2ccccc2)CC1,3.8%

# 4 entries from above, reformatted:
SMILES: CCOC(=O)CN1CC23C=CC(O2)C(C(=O)NCCc2ccccc2)C3C1=O (stereo not drawn)
  mouse EphA4 binding: -4.5%
SMILES: Cc1sc(=NC(=O)c2ccco2)n(C)c1-c1ccccc1
  mouse EphA4 binding: -11.0%
SMILES: CCOC(=O)c1sc(N)c(C#N)c1COC(=O)CNC(=O)c1cc(OC)c(OC)c(OC)c1
  mouse EphA4 binding: -20.4%
SMILES: O=C1/C(=C/c2ccc(-c3ccc([N+](=O)[O-])cc3)o2)SC(=S)N1Cc1ccccc1
  mouse EphA4 binding: -3.9%

# More records follow:
SMILES,mouse EphA4 binding
Cc1ccc(NC(=O)OCc2cn(-c3ccc(Cl)cc3)nn2)cc1,-9.6%
CCOc1ccc(C(=O)N2CCc3cc(OC)c(OC)cc3C2)cc1OCC,-6.9%
O=C(Cc1ccc(Cl)cc1)Nc1cccc(-c2nnc(-c3ccco3)o2)c1,7.8%
O=c1[nH]c(=O)n(Cc2ccco2)c2c1C(C(F)(F)F)(C(F)(F)F)N=C(CCc1ccccc1)N2,-5.8%
Cc1cc([N+](=O)[O-])ccc1NC(=S)NC(=O)/C=C/c1ccccc1,9.9%
CC(=O)Nc1ccc(S(=O)(=O)N2CCN(C34CC5CC(CC(C5)C3)C4)CC2)cc1,-1.8%
N#Cc1cc2c(nc1SCC(=O)Nc1sc3c(c1C#N)CCC3)CCC2,-4.8%
O=C(O)Cc1coc(-c2ccc(F)cc2)n1,-2.9%
O=C1NC(=S)N(c2ccc(Cl)cc2)C(=O)/C1=C/c1ccc(N2CCOCC2)o1,-3.5%
CC(C)CCNC(=O)CCCn1c(=O)[nH]c2ccc(Br)cc2c1=O,-10.9%
Cc1ccn2c(NC(=O)/C=C/c3ccccc3)c(-c3ccccc3)nc2c1,-14.6%
COc1ccc(NC(=O)Cc2ccc(Cl)cc2)cc1NC(=O)c1ccco1,-9.6%
Fc1ccc(-c2cnc(-c3cccs3)o2)cc1,1.9%
CCCNC(=O)NS(=O)(=O)c1cnccc1Sc1ccc(Cl)cc1,-23.2%

# 5 entries from above in a different format.
mouse EphA4 binding	Structure
6.3%	CCc1nnc(NC(=O)C(=O)NCCOC(=O)c2ccccc2Cl)s1
-10.1%	Cc1ccc(-c2nnc(SCC(=O)Nc3ccccc3F)o2)cc1
-14.2%	O=C(CN1CCN(S(=O)(=O)c2ccc(Cl)cc2)CC1)Nc1ccc2c(c1)OCCO2
2.0%	N#Cc1ccc(COc2ccc(CCO)cc2-n2nc3ccccc3n2)cc1
-4.9%	Nc1ncc(-c2nnnn2-c2ccc(Cl)cc2)c(-c2ccc(Cl)cc2)n1
